PAFAH2 inh = inhibitors of human PAFAH2; Q99487; recombinant PAFAH2, FP-rhodamine activity probe, fluorescence polarization; inhibition, % at 3.39 µM; 340,000 compounds, 0.99% hits;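 active = inhibition above the mean over all tested compounds plus 3 SD, cut at about 30% in these data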;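 note: inhibitors block probe labeling of enzyme so polarization drops; 0% = enzyme with DMSO and 100% = wells lacking PAFAH2 protein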
PREPL inh = human PREPL enzyme inhibition; AID 2751; recombinant PREPL, fluorescence polarization activity-based probe; 320,000 compounds, 0.68% hits; Q4J6C6; inhibition, % at 5.96 µM; in the data active = inhibition above about 43%;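 note: 0% = enzyme with DMSO and 100% = wells lacking enzyme; many of its hits are not listed in these tables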
Target sequence (Q4J6C6 whole entry, looked up): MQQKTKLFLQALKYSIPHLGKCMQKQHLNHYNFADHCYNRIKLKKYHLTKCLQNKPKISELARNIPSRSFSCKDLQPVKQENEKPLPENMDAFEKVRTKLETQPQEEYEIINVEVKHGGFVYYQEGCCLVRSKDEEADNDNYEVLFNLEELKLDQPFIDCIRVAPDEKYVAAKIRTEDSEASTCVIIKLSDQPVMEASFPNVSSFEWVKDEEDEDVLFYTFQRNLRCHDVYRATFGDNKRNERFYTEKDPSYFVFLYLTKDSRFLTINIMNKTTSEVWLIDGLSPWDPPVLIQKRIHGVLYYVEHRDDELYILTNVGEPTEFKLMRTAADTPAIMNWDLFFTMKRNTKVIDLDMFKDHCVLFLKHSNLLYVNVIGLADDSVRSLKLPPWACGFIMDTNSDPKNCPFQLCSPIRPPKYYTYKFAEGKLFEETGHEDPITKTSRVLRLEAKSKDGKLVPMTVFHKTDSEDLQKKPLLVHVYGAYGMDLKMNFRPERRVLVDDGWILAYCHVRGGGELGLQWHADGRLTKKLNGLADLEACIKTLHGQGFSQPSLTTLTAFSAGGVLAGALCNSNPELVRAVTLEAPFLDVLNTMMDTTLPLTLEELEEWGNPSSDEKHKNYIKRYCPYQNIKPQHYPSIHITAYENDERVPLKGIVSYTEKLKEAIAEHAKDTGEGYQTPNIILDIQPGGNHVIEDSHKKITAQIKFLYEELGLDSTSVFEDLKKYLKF
LYPLA2 counter = blocks human lysophospholipase 2, a PME1 counter-screen. AID 2177. O95372. inhibition, % at 5.9 µM. recombinant LYPLA2, FP-Rh probe fluorescence polarization. 320,000 compounds, 0.38% hits;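 active = inhibition above the screen-wide mean plus 3 SD, limit set per campaign, cut at about 26% in these data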;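 note: 0% = LYPLA2 with DMSO and 100% = wells lacking LYPLA2 enzyme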
PAD4 inh = PAD4 (human) enzyme inhibition; AID 485272; inhibition, % at 6.36 µM; recombinant PAD4, RCA probe fluorescence polarization; 330,000 compounds, 0.41% hits;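 active = percent inhibition above a cutoff equal to the mean of all tested compounds plus 3 SD, cut at about 15% in these data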;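 note: 0% = PAD4 with RCA probe and DMSO and 100% = probe without PAD4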
ZTA counter = blocks Epstein-Barr virus ZTA, an EBNA-1 counter-screen; inhibition, % at 11 µM; ZTA-DNA binding, fluorescence polarization; 320,000 compounds, 0.15% hits; in the data active = inhibition above about 33%
GSTO1 counter = GSTO1 inhibition, counter-screen for RBBP9 inhibitors. recombinant GSTO1, activity-based probe fluorescence polarization. inhibition, % at 5.96 µM. 300,000 compounds, 1.1% hits. AID 1974;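 active = inhibition above the campaign mean inhibition plus 3 SD, cut at about 35% in these data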;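 note: 0% = GSTO1-1 with DMSO and 100% = wells lacking GSTO1-1 enzyme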
EBNA-1 inh = blocks EBNA-1 binding to DNA; EBNA-1 DNA binding, fluorescence polarization; inhibition, % at 14.8 µM; 300,000 compounds, 0.34% hits; in the data active = inhibition above about 28%
PAFAH1B3 FP inh = inhibitors of human PAFAH1B3; Q15102; recombinant PAFAH1B3, FP-rhodamine probe, fluorescence polarization; inhibition, % at 3.39 µM; 340,000 compounds, 0.28% hits; AID 492972;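 active = inhibition above the screen-wide average of all tested compounds plus 3 SD, cut at about 25% in these data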;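 note: 0% = enzyme with DMSO only and 100% = wells lacking PAFAH1B3 protein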
LYPLA1 inh = LYPLA1 (human) inhibition in PME1 counter-screen; 320,000 compounds, 0.16% hits; recombinant LYPLA1, FP-Rh probe fluorescence polarization; inhibition, % at 5.9 µM;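 active = inhibition above the mean of all tested compounds plus 3 SD, set per campaign, cut at about 14% in these data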;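 note: inhibitors block serine hydrolase probe labeling of LYPLA1 so polarization falls; 0% = enzyme with DMSO and 100% = wells lacking LYPLA1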
Target sequence (O75608 whole entry, looked up): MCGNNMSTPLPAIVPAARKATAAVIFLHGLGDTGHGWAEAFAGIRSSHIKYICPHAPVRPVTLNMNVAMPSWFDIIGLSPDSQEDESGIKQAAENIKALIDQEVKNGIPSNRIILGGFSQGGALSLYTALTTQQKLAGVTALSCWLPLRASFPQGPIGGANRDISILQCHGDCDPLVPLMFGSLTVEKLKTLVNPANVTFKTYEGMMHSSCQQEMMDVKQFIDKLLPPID
The depositor's hits bear a star; x = not tested or not shown.

The line under a structure holds: PAFAH2 inh	PREPL inh	LYPLA2 counter	PAD4 inh	ZTA counter	GSTO1 counter	EBNA-1 inh	PAFAH1B3 FP inh	LYPLA1 inh
O=C(Nc1cccc(NC(=O)c2cc([N+](=O)[O-])ccc2Cl)n1)c1cc([N+](=O)[O-])ccc1Cl
→ -6	5	-18	7	6	-59	-14	1	-8
O=C(Nc1cnn(Cc2ccc(F)cc2)c1)c1cnccn1
→ -2	-6	1	-3	11	5	8	13	1
COc1ccccc1NC(=O)N1CCC(c2nnc(SCC(N)=O)n2C)CC1
→ -1	4	1	-2	-1	-3	11	5	1
COc1ccc(S(=O)(=O)n2cccc2)cc1
→ x	10	-2	3	-4	-2	-8	x	-1
CC(C)Nc1nc2n(c(=O)n1)CCN2C(C)C
→ -5	8	-10	1	-9	4	-8	2	0
N#CCn1nnc(-c2ccc3c(c2)OCO3)n1
→ -9	9	5	1	-2	1	3	12	3
O=C(c1cccn(Cc2ccc(C(F)(F)F)cc2)c1=O)N1CCOCC1
→ -2	9	1	-4	-3	3	-10	-6	2
N#C/C(=C\c1ccc(O)c(O)c1)C(=O)Nc1cccc2ncccc12
→ 49*	29	-9	-12	8	56*	-6	15	-14
C=CCc1cc(OC)ccc1OCCOCCN1CCc2ccccc2C1
→ 1	15	7	0	-5	-14	-3	11	-3
CCOc1ccccc1NC(=O)C(CC(C)C)NC(=O)C1CCCCC1 (stereo unspecified)
→ -5	3	9	1	14	-2	10	-3	2

Reprinted from the part before: four compounds, followed by the next part.
The line under a structure holds: PAFAH2 inh	PREPL inh	LYPLA2 counter	PAD4 inh	ZTA counter	GSTO1 counter	EBNA-1 inh	PAFAH1B3 FP inh	LYPLA1 inh
O=C(c1cccn(Cc2ccc(C(F)(F)F)cc2)c1=O)N1CCOCC1
→ -2	9	1	-4	-3	3	-10	-6	2
N#C/C(=C\c1ccc(O)c(O)c1)C(=O)Nc1cccc2ncccc12
→ 49*	29	-9	-12	8	56*	-6	15	-14
C=CCc1cc(OC)ccc1OCCOCCN1CCc2ccccc2C1
→ 1	15	7	0	-5	-14	-3	11	-3
CCOc1ccccc1NC(=O)C(CC(C)C)NC(=O)C1CCCCC1 (stereo unspecified)
→ -5	3	9	1	14	-2	10	-3	2
CCN(CC)S(=O)(=O)c1ccc2c(c1)nc(CCC(=O)OCC(=O)Nc1cc(Cl)cc(Cl)c1)n2C
→ 73*	0	-20	3	-9	1	2	-15	-14
Cc1ccc(NC(=O)/C(=C\c2ccccc2)NC(=O)/C=C/c2ccccc2)cc1
→ -13	-10	-8	-4	3	-2	6	-4	-7
CC(=O)c1c(-c2ccccc2)c2cc(Cl)ccc2n(C)c1=O
→ -3	8	3	0	2	-5	-3	1	0
CC1CN(CC(O)COc2ccc(C(C)C)cc2)CC(C)O1 (stereo unspecified)
→ 5	17	7	3	-22	7	3	5	1
COc1ccc(NC(=O)Cn2c(CCC(=O)O)ccc2-c2ccc(C)cc2)cc1
→ 5	-2	2	-5	1	15	-19	4	-1
O=C(Nc1ccc(-c2nnn(CC(=O)N3CCN(C(=O)c4ccco4)CC3)n2)cc1)c1ccc(F)cc1
→ -9	2	4	1	-12	-3	-6	-2	-2
Oc1cc(O)c2c(c1)OC(c1ccc(O)c(O)c1)C(O)C2 (stereo unspecified)
→ 2	-9	-1	1	4	25	-1	2	-3
CCN1CCN(c2ccc(NC(=O)c3cccc(OCc4ccccc4)c3)cc2)CC1
→ 3	14	0	-4	2	-3	10	11	-2
CC(C)NC(=O)COC(=O)c1cccc(NS(=O)(=O)/C=C/c2ccccc2)c1
→ 37*	-6	5	-1	19	3	6	-5	0
O=C(N/N=C/C=C/c1ccc(Br)cc1)C(O)c1ccccc1 (stereo unspecified)
→ 13	0	4	-2	-23	6	24	-2	3
CCO[C@@H]1OC(C(=O)NC2CC2)=C[C@H](c2coc3ccccc3c2=O)[C@H]1CCCO
→ 3	13	4	-9	-9	2	0	5	1
C[C@H](CO)N1C[C@H](C)[C@@H](CN(C)C(=O)NC2CCCCC2)Oc2c(cccc2N(C)C)C1=O
→ 0	-3	x	2	x	x	x	12	x
COC(=O)c1cc2sccc2n1CC(=O)Nc1ccc(OC)c(OC)c1OC
→ 5	19	2	1	7	5	3	-4	1
O=C(NCCC1=CCCCC1)c1cc(S(=O)(=O)N2CCOCC2)ccc1F
→ -5	-3	13	-6	4	10	-12	1	5
Cc1cccc(OCCCC(=O)NCC(=O)Nc2cccc(C)c2C)c1
→ -4	5	2	2	3	-4	7	2	1
CC(C)Oc1ccc(CSc2nnc3n(C)c(=O)c4c5c(sc4n23)CCCC5)cc1
→ -7	5	-1	0	10	3	-6	3	0
NC(=O)CC(NC(=O)Cc1ccc(Br)cc1)c1ccc(NCCc2ccc(F)cc2)c([N+](=O)[O-])c1 (stereo unspecified)
→ -2	-103	-8	0	-24	14	-8	6	-7
CCCN(CC(=O)Nc1ccccc1C)C(=O)COc1ccc2c(c1)CCC2
→ 0	2	-8	0	4	-3	-4	-3	-2
CN1CCN(C(=O)c2ccccc2N(Cc2ccccc2)S(=O)(=O)c2ccccc2)CC1
→ -1	16	-2	-4	15	-3	3	11	2
CCC(=O)NC(=S)Nc1ccc(N2CCOCC2)cc1
→ -6	5	-2	-8	7	-3	-10	5	-2
CCCCn1cnc2sc(-c3ccccc3)cc2c1=O
→ 3	15	4	-2	-14	0	-11	2	-2
COc1ccc(-c2noc(CN(C)C(=O)CCN3C(=O)[C@H]4CC=CC[C@H]4C3=O)n2)cc1
→ -3	19	3	-3	-9	-1	-3	4	1
COc1ccccc1NC(=O)CCCCC(=O)Nc1ccccc1OC
→ -6	-3	2	-2	9	-4	4	3	1
COc1ccccc1OCC(=O)Nc1cc(C(F)(F)F)ccc1-n1cncn1
→ -1	3	5	2	12	1	-2	2	4
O=C(NCCC(=O)N1CCC2(CC1)NCCc1[nH]cnc12)c1ccc(Br)cc1
→ -4	4	4	-1	0	5	-4	0	0
CN(C(=O)c1ccccn1)c1nnc(-c2cccnc2)s1
→ 0	0	-3	4	-3	2	-3	0	-3
Cc1ccccc1C(=O)NC(=S)Nc1ccc(Cc2ccncc2)cc1
→ -2	-4	10	0	-2	-1	6	10	1
COc1ccccc1CNC(=O)COC(=O)C12CC3CC(CC(O)(C3)C1)C2
→ 2	-4	-3	-7	14	x	x	6	-5
O=C(NC1CCN(C(=S)NCc2ccco2)CC1)C1CCCCC1
→ -2	3	-6	-6	7	-1	8	-10	1
COc1cc(S(=O)(=O)NCCCn2ccnc2)ccc1Cl
→ -4	1	-5	-4	10	0	-4	6	-1
Cn1ccc(C(=O)Nc2ccc3c(c2)OCCO3)n1
→ -1	4	11	-2	-13	0	1	9	1
COc1ccc(-c2ccc(=O)[nH]n2)cc1
→ 1	16	6	0	-10	5	1	14	3
COc1ccc(C2NC(=O)CCC2[N+](=O)[O-])c(OC)c1 (stereo unspecified)
→ 4	-6	-3	0	8	3	5	9	-2
CCCN1CC=C2C(C#N)=C(N)C(C#N)(C#N)C(c3cc(OC)ccc3OC)C2C1 (stereo unspecified)
→ 7	5	-1	-2	15	3	8	10	-2
CC(=O)N/C(=C/c1ccc(OS(=O)(=O)c2ccc(C)cc2)cc1)C(=O)NCCO
→ -6	-3	-1	4	-9	-2	2	2	3
C=C1C(C(=O)Nc2ccc(OC)cc2)C1C(=O)Nc1ccc(OC)cc1 (stereo unspecified)
→ 4	-8	-6	4	-5	2	-1	-6	-2
CCCC12CN3CC(C)(CN(C1)C3c1ccc(OC)cc1)C2=O (stereo unspecified)
→ 4	-21	17	2	-6	0	6	3	2
COCCCNC(=O)c1ccc(OC)c(OC2CCN(C(C)C)CC2)c1
→ 0	-4	-6	1	-17	-3	-2	7	-2
O=C(CN1CCOCC1)Nc1ccc(F)cc1
→ 0	9	-5	6	-9	-1	-5	3	0
COC(=O)c1c(C)noc1-c1cc(C)on1
→ -2	4	-3	-3	5	4	1	3	-1
CCOC(=O)C1=C(C)N=c2s/c(=C3/C(=O)Nc4ccccc43)c(=O)n2C1c1ccc(C)cc1 (stereo unspecified)
→ 0	-6	-4	-11	12	-14	0	3	-5
CCOC(=O)c1c(C)[nH]c(C(=O)COC(=O)C23CC4CC(CC(Cl)(C4)C2)C3)c1C
→ -14	-5	-32	2	11	-8	3	2	-16
CS(=O)(=O)CCC(C(=O)N1CCOCC1)N1C(=O)c2cc(Cl)c(Cl)cc2C1=O (stereo unspecified)
→ -15	9	1	-4	-16	6	-8	8	-3
CS(=O)(=O)N1CCC(C(=O)N2CCc3ccccc3C2)CC1
→ 9	8	5	5	-9	3	1	7	0
COC(=O)CN1CC(=O)N(c2ccccc2)C1=S
→ -12	2	-3	-5	12	8	0	2	4
COc1ncnc2c1NC(=O)CS2
→ 2	1	-2	1	5	-5	8	4	0
CCOc1ccc(CC(=O)OCn2nnc3ccccc3c2=O)cc1
→ -2	9	8	-4	-26	5	-6	-3	-1
CCOC(=O)c1c(CSc2nc(C)cc(C)c2C#N)n(C)c2cc(Br)c(OC(C)=O)cc12
→ -4	6	2	2	-1	4	5	-1	-7
Cn1cnnc1SCC(=O)n1c2ccccc2c2ccccc21
→ 4	1	-3	-1	13	-3	-3	2	-1
CSc1ccc(S(=O)(=O)NCC(=O)OCC(=O)NCc2ccco2)cc1[N+](=O)[O-]
→ 3	14	-2	-2	-2	2	1	3	0

(further entries)
The line under a structure holds: PAFAH2 inh	PREPL inh	LYPLA2 counter	PAD4 inh	ZTA counter	GSTO1 counter	EBNA-1 inh	PAFAH1B3 FP inh	LYPLA1 inh
CC1=C(C(=O)OCc2ccccc2)C(c2ccccc2OS(=O)(=O)c2ccc(C)cc2)NC(=O)N1CCCC(=O)O (stereo unspecified)
→ x	11	8	-5	16	1	5	x	2
COc1cc(/C=N/NC(=O)C2c3ccccc3Oc3ccccc32)ccc1O
→ 4	6	-20	-7	4	-20	-4	-2	-13
COC(=O)c1cc(S(=O)(=O)NCc2cccc(OC)c2)cn1C
→ -1	0	3	-4	-5	4	4	3	2
COc1ccc(-c2cc3c(=O)n(CC(=O)N4CCCC4)ncn3n2)cc1
→ -6	8	4	0	-8	5	-15	0	2
COc1ccccc1-c1nc2ccccc2nc1-c1ccccc1
→ 2	-4	3	-7	-5	-2	4	0	4
O=c1[nH]c2cc3c(cc2cc1C(c1nnnn1CC1CCCO1)N1CCCCCC1)OCCO3 (stereo unspecified)
→ 6	19	3	3	-2	-4	-18	5	-1
O=C(COc1ccccc1[N+](=O)[O-])N1CCN(S(=O)(=O)c2ccccc2)CC1
→ -6	-2	-4	3	-7	-1	-6	3	-3
O=C(O)CCNS(=O)(=O)c1cccc2nsnc12
→ 12	4	-7	-2	4	1	17	8	-1
CC(c1ccccc1)C1CC(=O)N(C2CCCCC2)C1=O (stereo unspecified)
→ 0	8	4	-3	5	-2	-13	12	3
Cc1ccc(S(=O)(=O)NCCCCC(NC(=O)OC(C)(C)C)C(=O)O)cc1 (stereo unspecified) (tested in a mixture with another compound)
→ -2	-3	-1	3	1	12	0	0	-1
O=C(c1n[nH]c2ccccc12)N1CCN(S(=O)(=O)c2ccccc2)CC1
→ 3	-20	3	-7	2	x	x	-7	0
O=C(NCCCO)C(=O)c1c(-c2ccccc2)cc2ccccn12
→ 6	8	-7	4	-3	3	-2	-4	-2
Cc1csc2nc(CNS(=O)(=O)N(C)C)cn12
→ 3	5	8	0	-4	2	-6	4	1
N#C/C(=C\c1ccc(-c2cccc([N+](=O)[O-])c2)o1)c1nnc(N2CCOCC2)n1-c1ccccc1
→ x	9	4	2	-4	3	8	x	2
Nc1nnc(CSCc2ccc(Cl)cc2)s1
→ 7	-2	-3	1	-7	0	-3	-7	-4
CCOc1ccc(N2CC(C(=O)Nc3cccc(S(=O)(=O)NC4=NCCC4)c3)CC2=O)cc1 (stereo unspecified)
→ 14	5	0	-1	-10	5	0	6	1
COc1ccc(S(=O)(=O)N2CCC(C(=O)NC3CC3)CC2)cc1C
→ 1	1	8	1	-14	-2	-8	-5	-4

A portion of the library; rates above refer to the full screens.
